Screens as filed in PubChem BioAssay.
KDM5B inh = KDM5B demethylase inhibition | 220,000 tested, 2.6% active | Q9UGL1 | KDM5B demethylase, FDH-coupled NADH fluorescence (FDH is formaldehyde dehydrogenase) | AID 1347165 | Potency, µM (series often up to 57.7 µM), inactives show at the highest dose activity change, negative = inhibition, hits mostly inhibitors; active = well fitted inhibition curve with a large enough effect; inconclusive = small, poorly fitted or top-dose-only effect; inactive = no such curve, though single readings can be large or run the other way; also: 0% is about no effect; nearly all actives have a fitted effect of over 70% in size
Target sequence (Q9UGL1 whole entry, looked up): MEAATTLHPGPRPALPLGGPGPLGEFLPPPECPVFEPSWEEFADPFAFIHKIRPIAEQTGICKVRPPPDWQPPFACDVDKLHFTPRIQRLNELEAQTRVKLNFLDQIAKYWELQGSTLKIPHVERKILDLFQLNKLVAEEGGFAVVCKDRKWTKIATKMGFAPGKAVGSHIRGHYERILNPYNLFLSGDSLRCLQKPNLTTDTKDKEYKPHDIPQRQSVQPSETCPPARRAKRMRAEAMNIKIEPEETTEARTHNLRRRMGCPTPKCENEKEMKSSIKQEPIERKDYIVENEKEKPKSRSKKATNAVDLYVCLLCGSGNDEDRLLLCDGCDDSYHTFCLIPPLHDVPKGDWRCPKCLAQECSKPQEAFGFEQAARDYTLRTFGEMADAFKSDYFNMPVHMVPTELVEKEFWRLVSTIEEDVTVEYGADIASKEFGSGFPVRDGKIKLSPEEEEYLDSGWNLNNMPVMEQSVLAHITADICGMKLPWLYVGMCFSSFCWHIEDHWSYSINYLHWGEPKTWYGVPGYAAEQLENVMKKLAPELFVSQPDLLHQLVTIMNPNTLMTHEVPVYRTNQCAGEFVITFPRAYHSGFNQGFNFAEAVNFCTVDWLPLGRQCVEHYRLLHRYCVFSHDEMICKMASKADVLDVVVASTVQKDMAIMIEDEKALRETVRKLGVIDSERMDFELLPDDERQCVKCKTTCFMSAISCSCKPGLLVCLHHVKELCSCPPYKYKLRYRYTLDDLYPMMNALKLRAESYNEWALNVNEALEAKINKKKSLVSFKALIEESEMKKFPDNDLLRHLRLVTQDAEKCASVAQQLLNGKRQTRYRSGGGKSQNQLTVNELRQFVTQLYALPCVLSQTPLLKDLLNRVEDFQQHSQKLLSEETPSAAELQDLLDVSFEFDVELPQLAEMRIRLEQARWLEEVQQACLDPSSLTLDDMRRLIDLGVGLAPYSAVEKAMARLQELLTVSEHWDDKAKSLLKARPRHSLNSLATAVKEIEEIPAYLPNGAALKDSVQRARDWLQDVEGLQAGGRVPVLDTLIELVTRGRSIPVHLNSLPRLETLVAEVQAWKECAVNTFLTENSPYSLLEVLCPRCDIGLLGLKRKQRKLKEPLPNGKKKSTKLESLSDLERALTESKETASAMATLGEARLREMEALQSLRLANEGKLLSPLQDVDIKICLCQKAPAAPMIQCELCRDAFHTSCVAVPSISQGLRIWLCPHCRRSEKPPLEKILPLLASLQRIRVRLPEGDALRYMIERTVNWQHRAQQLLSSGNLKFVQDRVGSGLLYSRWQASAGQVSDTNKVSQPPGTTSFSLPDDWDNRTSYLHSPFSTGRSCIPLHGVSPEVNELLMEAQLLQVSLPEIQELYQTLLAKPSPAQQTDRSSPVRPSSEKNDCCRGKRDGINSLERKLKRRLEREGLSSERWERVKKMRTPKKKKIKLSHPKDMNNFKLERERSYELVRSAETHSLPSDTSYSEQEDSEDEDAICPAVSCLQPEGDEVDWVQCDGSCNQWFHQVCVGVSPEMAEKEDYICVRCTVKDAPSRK
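Inhibition is measured as reduced NADH fluorescence generation from FDH coupling to formaldehyde release. Truncated KDM5BΔAP at 200 nM final acts on H3K4me3 peptide (12.5 µM in substrate mix) in pH 7.5 HEPES buffer with Tween-20, 30 min, room temperature.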
* hit, by the source's call; ? = inconclusive; & = joins results of further samples; [ ] = dose if it differs, or a comment. Potency is read from the fitted curve at half-maximal effect. This is a subset, so the mix of outcomes need not match the whole.

SMILES	KDM5B inh
CCCCc1ccc(C(Nc2ccc3nnnn3n2)c2cccs2)cc1 (stereo not drawn)	?
FC(F)(F)c1ccc(Cl)c(N/N=C/c2ccc(-c3ccccc3)cc2)c1	-20%
Cc1cccc(C(=O)NC2CCN(c3cc(-c4ccc(F)cc4)[nH]n3)CC2)c1	?
COc1ccc(C(=O)Nc2cccc(-c3nnc4n3CCCC4)c2)cc1	-19%
Cc1cc(Cl)ccc1NC(=O)COc1c(CO)cc(F)cc1CO	14%
Cn1ncc(Br)c1N1C(=O)CCC1=O	21%
Cc1ncc(S(C)(=O)=O)c(N2CC(N3CCCCC3C)C2)n1 (stereo not drawn)	-2%
Nc1cc(OCC(F)(F)F)cc(OCC(F)(F)C(F)F)c1	8%
CCCCCCC1CC[S+](c2cc(O)ccc2O)CC1 (stereo not drawn)	?
Cc1ccccc1NC(=O)Cn1nnc(C(=O)NCc2ccco2)c1N	11%
Cc1cc(F)ccc1NC(=O)c1nn(CC(C)C)c(=O)c2ccccc12	11%
CC(=O)NCc1ccc(-c2csc(Nc3cc(C)ccc3C)n2)o1	-25%
COc1ccc(CCNC(=O)C23CCC(C)(C(=O)C2Br)C3(C)C)cc1OC (stereo not drawn)	32%
COc1ccc2c(C)cc(SCC(=O)N3CCOCC3)nc2c1	-17%
Cc1nc(N2CCC(NC(=O)c3ccc4ccccc4n3)CC2)cc(C(F)(F)F)n1	-3%
COc1cc(OC)c(-c2nc(-c3ccc(Br)cc3)no2)cc1OC	-23%
c1ccc2c(-c3cn(CC4CNCCO4)nn3)ccnc2c1 (stereo not drawn)	?
Cc1ccc(-c2cc(C(F)(F)F)n3nc(C(=O)Nc4sc5c(c4C#N)CCC(C)C5)cc3n2)cc1 (stereo not drawn)	-18%[11.5 µM]
O=C1CSc2ccc(S(=O)(=O)N3CCCCCC3)cc2N1	12%
CC(=O)c1ccc(OCc2c(F)cccc2Cl)cc1	-6%
CC(C)c1ccc(NC(=O)C2CCCN2S(=O)(=O)c2ccc3nc(-c4ccccc4)[nH]c3c2)cc1 (stereo not drawn)	?
CCCCNC(=O)c1c(C)oc2ncn(CC(C)C)c(=O)c12	-69%
CN(CCc1ccccc1)C(=O)CCC1CCN(c2cc(NC3CC3)ncn2)CC1	17%
c1ccc(CN2CCC(=NNc3nncc4ccccc34)CC2)cc1	-15%
O=C(NCCCn1ccnc1)C1CCCN(c2nc(-c3ccccc3)nc3c2CCC3)C1 (stereo not drawn)	?
Cc1ccc(S(=O)(=O)c2nnn3c2nc(NCc2cccs2)c2sccc23)cc1C	-9%
COc1cc(Br)cc2cc(-c3nc(-c4nonc4N)no3)c(=O)oc12	0%
Cc1cccc(NC(=O)c2cc3c(N4CCSCC4)nc(C)cn3n2)c1	32µM*
O=C(Nc1nnc(-c2ccccc2)o1)C1CCN(S(=O)(=O)c2cccc(Cl)c2Cl)CC1	12%
CCc1ccc(-c2noc(CSc3nc4cc5c(cc4c(=O)n3Cc3ccco3)OCO5)n2)cc1	4%
CCOC(=O)c1scc(-c2ccc(C)cc2)c1S(=O)(=O)Nc1cccc(CC)c1	-46%
CCN(CC)S(=O)(=O)c1ccc(N2CCCC2)c(NC(=O)C2CCCCC2)c1	29%
COc1cc(CN2C[C@@H]3C(=O)N(C)C(=O)[C@@H]3C2)cc(OC)c1	23%
CCOCCCNC(=O)CCc1nc(C2CCCN2C(=O)c2ccccc2)no1 (stereo not drawn)	-3%
CO[C@@H]1COCC[C@H]1NC(=O)CCCn1nnc(-c2ccc(F)cc2)n1	33%
CCCCCNC(=O)Cc1csc2nc(C)c(-c3cc(C)n(-c4cc(F)ccc4C)n3)c(=O)n12	25µM*
Cc1nc(-c2ccc(Cl)cc2)n(Cc2ccc(F)cc2)c(=O)c1CCO	-25%
COc1ccc(C2Cn3cnc(C(=O)N4CCC(C(=O)NCc5ccccc5)CC4)c3CO2)cc1 (stereo not drawn)	18%
COCCn1cnc2c1c(=O)n(CC(=O)Nc1c(C)cc(C)cc1C)c(=O)n2CC(C)C	0%
Cc1noc(C)c1S(=O)(=O)N1CC[C@@H]2C(=O)NCCCCCCN(Cc3ccncc3)[C@@H]2C1	?
Cc1ccc(C2=CSC3=NCCN23)cc1	2%
CCOc1ccc(C(=O)Nc2ccc(S(=O)(=O)N3CCCCC3c3cccnc3)cc2)cc1 (stereo not drawn)	?
COc1ccc(-c2nc3ccc(NS(C)(=O)=O)cc3o2)cc1	?
COC(=O)c1n[nH]n(-c2cc(Cl)cc(Cl)c2)c1=O	24%
O=C(Cn1nc2c(cc1=O)CCCCC2)NCc1ccccc1	7%
CCCOC(=O)c1ccc(Oc2c(C)oc3cc(O)ccc3c2=O)cc1	?
CN1c2cc(C(=O)Nc3ccc(OC(F)(F)F)cc3)ccc2C(=O)N2CCCC21 (stereo not drawn)	?
CCC1c2nccn2CCCN1C(=O)COC (stereo not drawn)	20%
COc1ccc(NC(=O)Cn2c(=O)n(Cc3nc(-c4ccccc4)no3)c(=O)c3cc4c(cc32)OCO4)cc1Cl	-15%
Nc1nc(NCCCc2ccco2)cc(C2CC(O)C2)n1 (stereo not drawn)	30%
O=C(CSc1ccc(-c2cccnc2)nn1)N1CCCCC1	-2%
CCCCN(CC)CCCNC(=O)c1sc2nc(C)cc(C)c2c1-n1cccc1	?
Cc1ccc(-n2ncc3c(N4CCN(Cc5ccccc5)CC4)ncnc32)cc1C	?
COc1ccc(CNC(=S)N/N=C(/C)c2ccccc2)cc1	-5%
CCN1c2cc(C(=O)NCc3cccc(Cl)c3)ccc2C(=O)N2CCCCC21 (stereo not drawn)	?
Cc1cc(C)cc(Nc2nc(N3CCCC3)nc3c2cnn3-c2ccccc2)c1	-10%
O=C(Nc1ccc(Oc2ccccc2)cc1)O[C@@H]1CO[C@H]2[C@@H]1OC[C@@H]2Nc1nccc(-c2cccs2)n1	-18%
CCN(CCOc1ccccc1)C(=O)c1ccoc1C	-19%
Cc1c(Cl)cccc1NC(=O)COc1ncnc2ccccc12	16%
N#Cc1cccc(-c2c(-c3ccccc3)ncn2CCCN2CCC(O)CC2)c1	-27%
(more compounds)
SMILES	KDM5B inh
CC(C)(C)c1nc(CSc2n[nH]c(-c3ccccc3F)n2)no1	11%
Cc1cc(Sc2nnc(-c3ccc(F)cc3)n2C)nc2c(C)cccc12	29%
O=C(N/N=C/c1ccc([N+](=O)[O-])o1)c1ccncc1	-4%
Cc1csc2nc(COc3ccccc3NC(=O)c3ccccc3Cl)cc(=O)n12	-35%
CCN(CC)S(=O)(=O)c1cc(C)c(C)c([N+](=O)[O-])c1	14%
Cc1ccc(C(=O)N2CCCCCCNC(=O)[C@@H]3CCC[C@@H]32)cn1	-20%
Cc1ccc(Cl)cc1NC(=O)Cn1c(=O)cc(C)c2c(C)nn(C)c21	20%
COc1ccc(CNC(=O)COc2ccc3c(=O)c(Oc4ccc(F)cc4)coc3c2)cc1	10%
O=C(CCCn1c(=O)c2cccn2c2ccc(F)cc21)NCc1ccc(Cl)cc1	-9%
Cc1ccc(-c2c(NC(=O)c3cccs3)n(C)c3ccccc3c2=O)cc1	-14%
COc1cccc(CNCC(c2ccccc2)c2c[nH]c3ccccc23)c1 (stereo not drawn)	?
CCn1cc(CN2CCN(C(=O)c3ccc4[nH]ccc4c3)CC2)ccc1=O	?
Cc1ccc(N2C(=O)c3ccccc3C2=O)cc1	33%[activator]
Cc1nc(N2CCOCC2)c2c(C(=O)N3CCN(c4cccc(C)c4C)CC3)c(C)oc2n1	-16%&5%
O=C(Nc1ccc(F)c(Cl)c1)c1nccnc1-c1nc2ccccc2s1	-1%
O=C(O)CNS(=O)(=O)c1cccc(C(=O)/C=C/c2ccccc2Cl)c1	?
C[C@H]1[C@@H]2[C@@H](O)C([C@H](C)C(=O)NCc3ccccn3)CC[C@@]2(C)CC[C@@H]1NC(=O)c1ccc(C#N)cc1 (stereo partly drawn)	-14%
COCCN1CCCN(C(=O)C2CCC2)c2ccccc21	-26%
O=C1NC(=NC2CCCC2)C2(CCCN(CC3CCCCC3)C2)N1c1cccnc1 (stereo not drawn)	6%[115 µM]
Cc1cccc(NC(=O)c2ccc3ccccc3n2)c1	2%
Cc1cccc(C(=O)N2CCN(C3CCN(C)C3=O)CC2)c1 (stereo not drawn)	-17%
CCN1CCN(c2cc(C)c3cc(NC(=O)c4cccc(C(F)(F)F)c4)ccc3n2)CC1	7%
Cc1nc(-c2c3n(c(=O)n(CC(=O)Nc4c(C)cccc4C)c2=O)CCCC3)no1	6%
O=c1c2c3c(sc2nc2n1CCC2)CCCC3	-3%
CC(c1nnc(SCC(=O)Nc2ccc(C#N)cc2)n1C)N1C(=O)COc2ccccc21 (stereo not drawn)	6%
CC(=O)Nc1ccc(NC(=O)CCc2ncc(-c3ccc(F)cc3F)o2)cc1	-15%
CCOc1ccc(NC(=O)CN(Cc2ccccc2)S(=O)(=O)c2ccc(Cl)cc2)cc1	-14%
CC(C)c1ccc(CNC(=O)c2noc(-c3ccc4c(c3)OCO4)n2)cc1	25µM*
CCc1ccc(NC(=O)Cn2nc3c(cc2=O)CN(C(C)=O)CC3)cc1	3%
CCN1CCC(N2CCC3(CC2)CN(c2ccncn2)CC3CO)CC1 (stereo not drawn)	?
CCc1noc(-c2cn(C3CCN(C(=O)c4cc(F)cc(F)c4)CC3)nn2)n1	4%
COc1cccc(C(=O)NC(=NCCc2c[nH]c3ccc(OC)cc23)Nc2nc(C)cc(C)n2)c1	-25%
COC(=O)c1ccccc1NC(=O)c1cc2nc(-c3ccccc3)cc(-c3ccccc3)n2n1	2%
Cc1ccc(NC(=O)Cn2c(=O)n(CCc3ccccc3)c(=O)c3c4c(sc32)CCCC4)c(C)c1	-8%
Cc1cc(C)cc(-n2ccnc2SCC(=O)Nc2nnc(C)s2)c1	-4%&5%
CCNC(=O)[C@@H]1C[C@H](NC(=O)CCc2ccccc2F)CN1C1CCCC1	?
O=C(NCCc1ccccc1)c1ccc2c(c1)N(Cc1ccc(F)cc1)C(=O)CS2	-33%
CCC(C)OC(=O)C[N+](C)(C)CCOC1CC2CCC1(C)C2(C)C (stereo not drawn)	7%
O=C(O)C1(Oc2cccc(F)c2)CCN(Cc2ccc(CO)o2)CC1	-1%
Cc1noc(C)c1-c1cc2c(c(-c3ccccc3O)c1)C(=O)N(C)C2=O	-23%[86.2 µM]
O=C(/C=C/c1ccc(Cl)c(Cl)c1)NC1CCC(O)CC1 (stereo not drawn)	-4%
CCCCc1nc2cc(C(=O)NCCNc3nc(C)cc(=O)[nH]3)ccc2o1	24%
CC(C)C1C/C(=N/NC(N)=S)C=C2CCCCC21 (stereo not drawn)	?
COCc1ccc(CNC(=O)/C=C/c2sccc2C)cc1	15%
Cn1nc(C(=O)Nc2nc3c(s2)CN(Cc2ccccc2)CC3)c2ccccc2c1=O	-17%
Cc1cccc(C)c1-n1ncc(C(=O)O)c1C1CCN(C(=O)OC(C)(C)C)CC1	-5%
Cc1ccc(C(=O)N2CCC(CCC(=O)NC3CCCCC3)CC2)cc1	-36%
CC(C)c1noc(-c2cn(C3CCCN(C(=O)c4ccc(F)cc4)C3)nn2)n1 (stereo not drawn)	7%
CN(Cc1cccnc1)c1nc2c(c(=O)[nH]1)CCN(Cc1ccc(F)cc1Cl)CC2	13%
COc1ccc(CC(=O)NC(C)C(=O)N2CCN(c3ccccn3)CC2)cc1Cl (stereo not drawn)	?
CC(C)OCCCNC(=O)c1cc(C2CC2)nc2onc(C3CCCN3)c12 (stereo not drawn)	?
COc1ccc(NC(=O)c2cc3n(n2)CC(c2ccc(Cl)cc2)OC3)cc1Cl (stereo not drawn)	25µM*
COc1cccc(N(C(=O)c2ccco2)C(C(=O)NC2CCCC2)c2ccc(N3CCOCC3)cc2)c1 (stereo not drawn)	-18%
Cc1ccc2oc([C@H]3CCN(Cc4cccs4)C3)nc2c1	-12%[86.2 µM]
CCOc1ccc(NC(=O)COC(=O)CCN2C(=O)C3CC=CCC3C2=O)cc1OCC (stereo not drawn)	14%
Cc1ccc2[nH]c3c(=O)n(CC(=O)Nc4ccc(Br)cc4C)ncc3c2c1	0%
CCN1CCN(c2nc3ccccc3nc2NS(=O)(=O)c2ccc(C)cc2)CC1	?

A run of entries from the list above, for reference:
SMILES	KDM5B inh
CN(Cc1cccnc1)c1nc2c(c(=O)[nH]1)CCN(Cc1ccc(F)cc1Cl)CC2	13%
COc1ccc(CC(=O)NC(C)C(=O)N2CCN(c3ccccn3)CC2)cc1Cl (stereo not drawn)	?

Part of the list above, with bars between the fields:
structure | KDM5B inh
COCc1ccc(CNC(=O)/C=C/c2sccc2C)cc1 | 15%
Cn1nc(C(=O)Nc2nc3c(s2)CN(Cc2ccccc2)CC3)c2ccccc2c1=O | -17%
Cc1cccc(C)c1-n1ncc(C(=O)O)c1C1CCN(C(=O)OC(C)(C)C)CC1 | -5%
Cc1ccc(C(=O)N2CCC(CCC(=O)NC3CCCCC3)CC2)cc1 | -36%
CC(C)c1noc(-c2cn(C3CCCN(C(=O)c4ccc(F)cc4)C3)nn2)n1 (stereo not drawn) | 7%
CN(Cc1cccnc1)c1nc2c(c(=O)[nH]1)CCN(Cc1ccc(F)cc1Cl)CC2 | 13%
COc1ccc(CC(=O)NC(C)C(=O)N2CCN(c3ccccn3)CC2)cc1Cl (stereo not drawn) | ?
CC(C)OCCCNC(=O)c1cc(C2CC2)nc2onc(C3CCCN3)c12 (stereo not drawn) | ?
COc1ccc(NC(=O)c2cc3n(n2)CC(c2ccc(Cl)cc2)OC3)cc1Cl (stereo not drawn) | 25µM*
COc1cccc(N(C(=O)c2ccco2)C(C(=O)NC2CCCC2)c2ccc(N3CCOCC3)cc2)c1 (stereo not drawn) | -18%
Cc1ccc2oc([C@H]3CCN(Cc4cccs4)C3)nc2c1 | -12%[86.2 µM]
CCOc1ccc(NC(=O)COC(=O)CCN2C(=O)C3CC=CCC3C2=O)cc1OCC (stereo not drawn) | 14%
Cc1ccc2[nH]c3c(=O)n(CC(=O)Nc4ccc(Br)cc4C)ncc3c2c1 | 0%
CCN1CCN(c2nc3ccccc3nc2NS(=O)(=O)c2ccc(C)cc2)CC1 | ?
